Screens as filed in PubChem BioAssay.
ASAP1 GAP inh: inhibitors of human ASAP1 ArfGAP activity, primary screen, biochemical, fluorescence polarization | Arf-GAP with SH3 domain, ANK repeat and PH domain-containing protein 1 (Homo sapiens), … | ASAP1-stimulated ARF1 GTP hydrolysis, GDP FP detection | inhibition, % at 16.5 µM | 0.19% of 360,000 active; in the data active = inhibition above about 25%;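 also: 0% = vehicle with enzyme and substrate and 100% = no enzyme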
PLC-beta3 inh: human PLC-beta3 inhibitors, primary screen, biochemical, fluorescence. Purified PLC-beta3, fluorogenic substrate. inhibition, % at 12.2 µM. 0.18% of 370,000 active. AID 720704, 2013; in the data active = inhibition above about 11%;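 also: 0% = median of compound wells on plate and 100% = full blocker control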
Target sequence (Q01970 whole entry, looked up): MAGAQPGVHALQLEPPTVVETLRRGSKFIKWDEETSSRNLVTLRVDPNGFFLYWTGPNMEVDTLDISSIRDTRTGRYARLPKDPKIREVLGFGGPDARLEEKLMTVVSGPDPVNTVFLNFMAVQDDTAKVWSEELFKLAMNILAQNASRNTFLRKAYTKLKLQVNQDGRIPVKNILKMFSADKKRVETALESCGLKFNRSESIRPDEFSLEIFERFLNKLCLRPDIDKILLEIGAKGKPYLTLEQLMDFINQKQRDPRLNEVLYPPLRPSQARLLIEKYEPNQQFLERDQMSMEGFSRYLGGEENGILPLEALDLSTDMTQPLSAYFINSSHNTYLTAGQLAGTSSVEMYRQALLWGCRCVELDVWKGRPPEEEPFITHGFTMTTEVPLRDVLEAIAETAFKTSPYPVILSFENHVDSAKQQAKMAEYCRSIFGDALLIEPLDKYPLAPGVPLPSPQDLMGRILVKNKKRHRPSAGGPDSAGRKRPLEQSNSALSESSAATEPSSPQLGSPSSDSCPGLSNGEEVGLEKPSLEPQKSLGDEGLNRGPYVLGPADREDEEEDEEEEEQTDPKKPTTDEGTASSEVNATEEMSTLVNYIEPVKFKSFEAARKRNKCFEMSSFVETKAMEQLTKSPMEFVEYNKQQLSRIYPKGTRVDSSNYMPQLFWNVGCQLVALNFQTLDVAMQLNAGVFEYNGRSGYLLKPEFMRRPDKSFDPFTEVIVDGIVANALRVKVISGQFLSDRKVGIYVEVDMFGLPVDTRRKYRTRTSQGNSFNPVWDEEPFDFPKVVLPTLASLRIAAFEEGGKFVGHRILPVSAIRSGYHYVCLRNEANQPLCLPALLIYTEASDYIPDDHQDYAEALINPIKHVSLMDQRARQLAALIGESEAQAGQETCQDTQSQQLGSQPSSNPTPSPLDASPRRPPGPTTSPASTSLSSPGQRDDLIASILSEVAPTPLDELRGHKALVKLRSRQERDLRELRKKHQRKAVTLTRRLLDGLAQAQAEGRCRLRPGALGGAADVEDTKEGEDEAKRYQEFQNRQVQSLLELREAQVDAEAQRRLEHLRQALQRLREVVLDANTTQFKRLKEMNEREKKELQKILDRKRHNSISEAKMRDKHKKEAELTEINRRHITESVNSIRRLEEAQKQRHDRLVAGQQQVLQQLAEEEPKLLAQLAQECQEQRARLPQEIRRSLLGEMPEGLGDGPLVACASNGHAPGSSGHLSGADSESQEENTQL
DDE Tn6 FP inh: inhibitors of Tn6 peptide binding to fibrin DD(E), primary screen, biochemical, fluorescence polarization, human fibrin, Tn6 probe | AID 720509, 2013 | Fibrinogen beta chain (Homo sapiens), P02675 | 0.21% of 370,000 active | inhibition, % at 8.3 µM | Fibrin DD(E) TRITC-Tn6 fluorescence polarization displacement;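 active = inhibition above a per-campaign cutoff: mean of compounds within control limits plus 3 SD, cut at about 15% in these data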;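 also: 0% = median of all compound wells on the plate and 100% = blocking peptide control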
ARFGAP1 inh: inhibitors of rat ARFGAP1 GAP activity, primary screen, biochemical, fluorescence polarization, GDP tracer. AID 651572, 2012. 0.26% of 360,000 active. Arfgap1-stimulated ARF1 GTP hydrolysis, GDP FP detection. inhibition, % at 16.5 µM;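 active = inhibition above a per-plate limit, mean inhibition of low control wells plus 3 SD, cut at about 25% in these data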;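 also: 0% = DMSO wells with enzyme and 100% = wells lacking Arfgap1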
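Material: truncated rat Arfgap1 GAP domain; Incubation: compound-enzyme preincubation 20 min, reaction 120 min, detection 60 min, 25 °C; Read-out: percent inhibition of Arfgap1-stimulated GTP hydrolysis; Technique: FP, GDP Alexa 633 tracer displaced from anti-GDP antibody, 620/688 nm; Controls: No-Arfgap1 wells (100%) versus DMSO full-reaction wells (0%); Replication: single well per compound.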
Tn7 DDE FP: inhibitors of Tn7 peptide binding to fibrin DD(E), primary screen, biochemical, fluorescence polarization, human fibrin, Tn7 probe; Fibrinogen beta chain (Homo sapiens), P02675; FP displacement of FITC-Tn7 peptide from fibrin DD(E); 0% = median of compound wells per plate; inhibition, % at 8.3 µM; 0.13% of 370,000 active;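 active = inhibition above the mean of compounds falling within the control limits plus 3 SD of them, cut at about 14% in these data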;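 also: 0% = plate median of compound wells and 100% = 10 µM Aha-Tn7 peptide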
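Test system: human clot-derived fibrin DD(E) complex / Quantity: 2 µM final DD(E) protein / Incubation: 10 min plus 3 h, room temperature / Measured by: fluorescence polarization / Benchmarks: high control of 10 µM Aha-Tn7 peptide / Replicates: singlicate testing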
PLC-gamma1 inh: PLC-gamma1 enzyme inhibitors, primary screen, biochemical, fluorescence, purified enzyme | AID 720700, 2013 | 1-phosphatidylinositol 4,5-bisphosphate phosphodiesterase gamma-1 (Homo sapiens), P19174 | inhibition, % at 12.2 µM | 0.84% of 370,000 active | fluorogenic substrate; in the data active = inhibition above about 9.5%
sPLA2-III inh: human group III sPLA2 inhibitors, primary screen, biochemical, QFRET, BODIPY PC-A2 liposome substrate; Group 3 secretory phospholipase A2 (Homo sapiens), Q9NZ20; QFRET BODIPY PC-A2 liposome hydrolysis, fluorescence; inhibition, % at 12.2 µM; 0.56% of 370,000 active; AID 743126, 2013;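 active = inhibition above mean plus 3 SD of compounds lying within the high and low control bounds, cut at about 19% in these data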;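 also: 0% = median of test compound wells and 100% = no enzyme DMSO wells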
UHRF1 MBD2 ctr: UHRF1 methylated DNA binding inhibitors, primary screen, counter-screen for MBD2 inhibitor project, biochemical, TR-FRET, human UHRF1, single concentration; inhibition, % at 4.4 µM; E3 ubiquitin-protein ligase UHRF1 (Homo sapiens), Q96T88; UHRF1 binding to methylated oligo; 0.75% of 370,000 active; AID 687016, 2013; in the data active = inhibition above about 21%;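 also: UHRF1 SRA domain binding a hemimethylated CpG hairpin DNA probe; 0% = median of test compound wells and 100% = reference inhibitor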
KLK7 zymogen act: proKLK7 zymogen activators, primary screen, biochemical, fluorescence intensity. Kallikrein-7 (Homo sapiens), P49862. purified proKLK7, EDANS-DABCYL substrate fluorescence; 100% is mature enzyme control, 0% vehicle. activation, % at 7 µM. 0.9% of 370,000 active. AID 652039, 2013;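 active = activation above the mean of all tested compounds plus 3 SD, computed per campaign excluding outliers beyond control limits, cut at about 13% in these data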
NR1D1 modulator: modulators of Rev-erb alpha DNA binding, primary screen, biochemical, FITC-DNA, fluorescence polarization, uHTS | Rev-erbα–FITC-DNA binding, 90 min | Nuclear receptor subfamily 1 group D member 1 (Homo sapiens), P20393 | activity, % at 10 µM | 0.79% of 370,000 active;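 active = activity above about 14%, limit read from the data; passing the limit was not always enough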;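 also: 0% = DMSO wells with 35 nM protein and 100% = DMSO wells with 750 nM protein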
* = called active by the depositor; . = no result given.

Sample of the layout:
SMILES	ASAP1 GAP inh	PLC-beta3 inh	DDE Tn6 FP inh	ARFGAP1 inh	Tn7 DDE FP	PLC-gamma1 inh	sPLA2-III inh	UHRF1 MBD2 ctr	KLK7 zymogen act	NR1D1 modulator
COc1ccc(NC(=S)NCc2cccn2C)cc1	-10	-20	-6	0	4	-10	1	-2	0.8	0
O=[N+]([O-])c1cc(Cl)ccc1Oc1ccc(-c2nnco2)cc1	-2	-2	4	-3	-6	-2	-1	1	-0.3	2

All compounds of this part, repeating the preview:
SMILES	ASAP1 GAP inh	PLC-beta3 inh	DDE Tn6 FP inh	ARFGAP1 inh	Tn7 DDE FP	PLC-gamma1 inh	sPLA2-III inh	UHRF1 MBD2 ctr	KLK7 zymogen act	NR1D1 modulator
COc1ccc(NC(=S)NCc2cccn2C)cc1	-10	-20	-6	0	4	-10	1	-2	0.8	0
O=[N+]([O-])c1cc(Cl)ccc1Oc1ccc(-c2nnco2)cc1	-2	-2	4	-3	-6	-2	-1	1	-0.3	2
CCCN1CCC(=O)N([C@H](CSc2ccc(C)cc2)CC(C)C)CC1	5	2	8	2	-5	2	3	3	0.8	-4
Cc1cc(C)c(C)c(S(=O)(=O)N(C)CCc2ccccn2)c1C	1	1	-7	0	-2	1	5	0	-0.4	2
CCOc1ccc(C(O)(c2ccccc2OC)C(CN2CCCC2)c2ccccc2)cc1 (centres undefined)	13	-4	-7	5	-4	1	-12	-2	0.2	-10
CC1(C)CC(=O)C(C=NC(CCC(N)=O)C(=O)O)=C(O)C1 (centres undefined)	-5	-3	4	-3	0	-3	7	5	0.4	1
Cc1oc(-c2ccccc2Cl)nc1CS(=O)CC(=O)NCc1ccccc1Cl (centres undefined)	-7	-17	-3	1	3	-4	-16	3	-1.1	3
COc1ccc(C2c3[nH]c4ccccc4c3CCN2CCCn2cccn2)c(F)c1 (centres undefined)	-12	-44	-4	-8	4	-26	-11	-2	5.6	3
CCN(CC(=O)Nc1ccc2c(c1)OCCO2)c1ccc(S(=O)(=O)N2CCOCC2)cn1	-3	1	10	10	1	1	-1	8	0.0	-2
CCc1[nH]nc2c1C1(CCN(C(=O)OCc3ccccc3)CC1)C(C#N)=C(N)O2	0	0	2	16	6	6	-3	-4	0.0	-12
O=C(CN1C2CCCC1CC(NC(=O)C1CCCCC1)C2)NCc1ccc(F)cc1 (centres undefined)	-8	-5	16*	6	-3	0	8	1	0.3	2
Cn1c(=O)c2c(nc(SCCN3CCOCC3)n2C)n(C)c1=O	15	-6	-3	6	2	-1	-3	-2	-0.2	-1
CCCCNC(=S)NNC(=O)c1ccc2c(c1)OCO2	-7	1	5	-4	-1	2	15	-4	0.8	1
CCC(C)n1[nH]c(=O)cc1N (centres undefined)	-15	2	-4	-5	4	3	-8	-11	0.9	-8
Cc1cccc(-c2nnc(SCC#N)n2C)c1	8	2	-3	-14	-2	3	2	-2	-0.5	10
COc1ccc2nc3cc(Cl)ccc3c(C#N)c2c1	-11	-72	-3	0	-11	-48	-1	3	0.3	2
O=C(c1ccccc1NS(=O)(=O)c1ccc([N+](=O)[O-])cc1[N+](=O)[O-])N1O[C@@H]2C=C[C@H]1C2	-1	-37	-1	11	-1	-23	-11	-5	0.5	2
Cc1ccccc1C(=O)NC(=S)N(C)C1CCCCC1	-6	-6	0	13	3	1	8	0	1.3	-1
CC1=C[C@]2(CN(CC3CC3)C3=N[C@H](c4ccccc4)CC(=O)N32)n2c(=O)n(-c3ccccc3)c(=O)n2C1	.	-2	-2	.	6	1	3	-6	.	-3
COc1ccc(CN2CCN(C(=O)C3CCN(S(=O)(=O)c4cccs4)CC3)CC2)c(OC)c1OC	9	3	-6	7	-7	0	-7	-3	0.2	-3
NC(=O)NC(=O)COC(=O)CCSc1ccccc1	-21	11*	-7	-8	-7	8	5	5	-0.9	-5
CN(C)C(CNc1ccc(C(F)(F)F)cn1)c1ccccc1 (centres undefined)	-9	-7	1	13	-4	-2	1	2	0.0	-3
CCn1nnc(NC(=S)NC(=O)c2ccc(-c3cccc(Cl)c3)o2)n1	5	-13	-4	13	1	-1	15	5	1.0	-1
O=C(Nc1ccc(C(=O)N2CCCCC2)cc1)c1cccc([N+](=O)[O-])c1	5	-8	1	4	3	4	2	1	-0.1	-3
CC(=O)c1cccc(NC(=O)COC(=O)CCC(=O)c2ccc(F)cc2)c1	-2	5	-1	15	-8	6	-4	5	0.6	-1
Cn1c(=O)c2c(nc(CN3CCN(c4ccc(F)cc4)CC3)n2CCN2CCOCC2)n(C)c1=O	-6	-7	6	-1	-2	1	-2	-1	0.2	-1
CC(C)CN1C(=O)[C@@]2(CC(=O)N(C)C2c2ccccc2)c2cc(-n3cc(CCc4ccccc4)nn3)ccc21 (some centres undefined)	.	1	-7	.	-1	10*	7	0	-1.2	-2
O=C(CSCc1ccccc1Cl)N1CCN(c2ccccn2)CC1	6	1	-8	5	-2	-3	-1	2	0.4	2
CC(Oc1ccccc1)C(=O)N1CCC2(CC1)Oc1ccc(F)cc1C(=O)C21CC(c2ccc(Cl)cc2)=NO1 (centres undefined)	-7	6	-2	-10	3	5	3	1	-0.1	0
O=C(CSc1nc2ccc([N+](=O)[O-])cc2[nH]1)NC1CCCCC1	1	-1	3	11	-7	2	-10	2	-0.7	-3
CCOc1ccc(-c2c(C(=O)N/N=C(\C)c3cccs3)nnn2-c2nonc2N)cc1	-3	-4	1	-6	5	6	3	-3	-2.7	-4
CCc1cc2c(=O)[nH]c(COC)nc2s1	9	5	-3	-6	8	2	19*	2	-0.2	2
CCOC(=O)CC(=O)Nc1cc(Cl)ccc1O	-2	1	2	11	-2	5	-21	-1	0.1	-4
CC(NC(=O)CN1C(=O)NC(C)(c2cccc3ccccc23)C1=O)c1ccccc1 (centres undefined)	3	0	1	-1	3	8	-8	0	-0.5	-1
COc1ccc(/C(C)=N/NC(=O)CNC(=O)CCc2ccccc2)c(OC)c1	8	-7	1	1	-7	-1	-4	2	-0.4	-2
CN(Cc1ccccc1)C(=O)CCN1C(=O)c2cccc([N+](=O)[O-])c2C1=O	-13	4	3	-4	-6	-1	-8	-2	-0.4	4
CC(C)CNC(=O)C1(C)CCCN1C(=O)CCc1cccs1 (centres undefined)	-7	-1	5	-3	6	0	-1	1	-0.3	-2
Cc1ccccc1OCCC(=O)Nc1cc(S(=O)(=O)N2CCCCC2)ccc1N1CCN(C)CC1	3	2	0	3	-1	2	-15	-2	0.0	2
COc1cc(C(=O)O)ccc1OC(C)=O	6	-2	-6	-11	3	-1	3	0	-0.4	2
CCN(C(=O)CSc1nnc(SC(C)C)s1)C1CCS(=O)(=O)C1 (centres undefined)	9	-7	4	-7	1	0	12	2	-0.5	-2
CCCNC(=O)C(Cc1cccc(C#N)c1)NC(=O)c1ccc(C#N)cc1 (centres undefined)	4	0	4	5	-6	0	11	0	-0.8	-3
COc1cc(N/C=C2\CC(=O)NC(C)=C2C#N)cc(OC)c1OC	-10	-4	-1	6	2	-6	0	-5	-0.3	-25
CC1Cc2ccccc2N1CC(=O)Nc1cc(S(=O)(=O)N2CCOCC2)ccc1Cl (centres undefined)	20	-1	-3	6	-3	-3	-5	0	0.3	-5
Cc1ccccc1NC(=S)N(Cc1ccccc1)Cc1cccnc1	18	-6	-2	-6	-7	3	0	-1	0.3	1
COc1ccc(C(O)c2nc(-c3cccs3)cs2)cc1 (centres undefined)	7	1	-2	-4	-3	0	-9	-1	-0.3	-2

Taken from the listing for reference:
SMILES	ASAP1 GAP inh	PLC-beta3 inh	DDE Tn6 FP inh	ARFGAP1 inh	Tn7 DDE FP	PLC-gamma1 inh	sPLA2-III inh	UHRF1 MBD2 ctr	KLK7 zymogen act	NR1D1 modulator
CCc1[nH]nc2c1C1(CCN(C(=O)OCc3ccccc3)CC1)C(C#N)=C(N)O2	0	0	2	16	6	6	-3	-4	0.0	-12
O=C(CN1C2CCCC1CC(NC(=O)C1CCCCC1)C2)NCc1ccc(F)cc1 (centres undefined)	-8	-5	16*	6	-3	0	8	1	0.3	2
Cn1c(=O)c2c(nc(SCCN3CCOCC3)n2C)n(C)c1=O	15	-6	-3	6	2	-1	-3	-2	-0.2	-1
CCCCNC(=S)NNC(=O)c1ccc2c(c1)OCO2	-7	1	5	-4	-1	2	15	-4	0.8	1

Further compounds:
SMILES	ASAP1 GAP inh	PLC-beta3 inh	DDE Tn6 FP inh	ARFGAP1 inh	Tn7 DDE FP	PLC-gamma1 inh	sPLA2-III inh	UHRF1 MBD2 ctr	KLK7 zymogen act	NR1D1 modulator
O=Cc1cccn1-c1c(C(=O)O)cnn1-c1ccccc1	3	-6	3	-14	-3	0	2	3	0.2	-3
COc1cc(NC(=O)c2ccco2)c(OC)cc1NC(=O)CSc1nnc(-c2cccs2)n1C	-10	-6	-8	7	-7	-3	-1	-1	-5.0	2
COc1ccccc1/C=C/C=N/NC(=O)CCn1nnc2ccccc21	-7	-11	0	-4	11	-5	-5	-2	-2.4	3
COc1cccc(-c2nnc(-c3ccccc3[N+](=O)[O-])o2)c1	2	4	-1	-13	-3	-6	-1	2	0.5	5
Cc1ccc(OCCCCN2CCc3ccccc3C2)c(C)c1	2	-7	1	-2	-4	4	-6	-3	0.3	-1
NC(=N\N=Cc1ccccc1)/C(N)=N/N=Cc1ccccc1	5	1	-7	5	1	1	14	0	0.6	6
Cc1ccc(-n2nnc3c(=O)n(Cc4ccccc4C)cnc32)cc1	0	1	5	4	2	0	3	-1	0.6	-4
O=C1N[C@@H](Cc2c[nH]c3ccccc23)COC(=O)[C@@H](Cc2ccc(F)cc2)C/C=C\C[C@H]1CC(=O)N(CCO)Cc1ccccc1	14	4	0	9	-2	6	-86	-1	0.8	0
Cc1ccc(CNC(=S)NC2CCCCC2)cc1	-1	-3	-5	1	-1	1	10	-4	0.4	6
O=c1[nH]c(-c2ccccc2)cn1C1CCN(Cc2ccc(-c3nc4ccc(Br)cc4nc3-c3ccccc3)cc2)CC1	1	-4	-5	-1	1	-5	7	4	-1.6	11
CCOC(=O)c1cc(C(=O)NNC(=O)c2cccc([N+](=O)[O-])c2)c(C)nc1C	14	-1	2	-1	-1	3	6	1	-0.5	1
